Source: PubChem (National Center for Advancing Translational Sciences (NCATS))
ALDH1A1 inh – blocks purified human ALDH1A1 activity. P00352. Purified ALDH1A1, NADH fluorescence, propionaldehyde substrate. Potency, µM (series often up to 75.3 µM), for inactives: at the highest dose activity, negative = inhibition, most hits filed as inhibitors. 220,000 compounds, 7.3% hits; active = well fitted inhibition curve with a large enough effect, not every such curve was filed as active; inconclusive = small, poorly fitted or top-dose-only effect, or another doubt; inactive = no such curve, though single readings can be large or run the other way;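 note: plate controls were no enzyme wells and a reference inhibitor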
RGS12 GoLoco inh – inhibitors of human Gai1-RGS12 GoLoco interaction (red fluorophore); 230,000 compounds, 0.44% hits; Potency, µM (highest dose often 61.6 µM), inactives show at the highest dose activity, negative = inhibition, hits mostly inhibitors; Gai1:RGS12 GoLoco peptide FP, rhodamine, 10 min; P63096; active = well fitted inhibition curve with a large enough effect, not every such curve was filed as active; inactive = no such curve, though single readings can be large or run the other way; note: % is set by controls: 0 for no effect and ±100 for the full control effect; nearly all actives have a fitted effect of over 30% in size; many of its hits are not listed in these tables
Target sequence (P63096 whole entry, looked up): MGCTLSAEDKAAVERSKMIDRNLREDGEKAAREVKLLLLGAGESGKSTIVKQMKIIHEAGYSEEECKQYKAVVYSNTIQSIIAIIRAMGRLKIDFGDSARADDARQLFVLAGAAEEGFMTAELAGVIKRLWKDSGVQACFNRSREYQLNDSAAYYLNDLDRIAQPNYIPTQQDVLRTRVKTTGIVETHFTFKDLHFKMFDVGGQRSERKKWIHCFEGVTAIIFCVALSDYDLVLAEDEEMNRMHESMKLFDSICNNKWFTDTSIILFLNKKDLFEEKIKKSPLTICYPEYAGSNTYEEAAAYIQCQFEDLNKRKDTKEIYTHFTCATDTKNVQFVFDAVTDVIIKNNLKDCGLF
TRb SRC2 PPI – disrupts binding of human TR beta to SRC2 | Potency, µM (titrated, usually from 106 µM), inactives show at the highest dose activity change, negative = inhibition, hits mostly inhibitors | P10828 | 280,000 compounds, 0.065% hits | TRbeta-SRC2 peptide binding, fluorescence polarization; receptor liganded with 1 µM T3;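 note: plate controls were bound peptide for no effect and peptide without receptor for full effect; nearly all actives have a fitted effect of over 50% in size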
Target sequence (P10828 whole entry, looked up): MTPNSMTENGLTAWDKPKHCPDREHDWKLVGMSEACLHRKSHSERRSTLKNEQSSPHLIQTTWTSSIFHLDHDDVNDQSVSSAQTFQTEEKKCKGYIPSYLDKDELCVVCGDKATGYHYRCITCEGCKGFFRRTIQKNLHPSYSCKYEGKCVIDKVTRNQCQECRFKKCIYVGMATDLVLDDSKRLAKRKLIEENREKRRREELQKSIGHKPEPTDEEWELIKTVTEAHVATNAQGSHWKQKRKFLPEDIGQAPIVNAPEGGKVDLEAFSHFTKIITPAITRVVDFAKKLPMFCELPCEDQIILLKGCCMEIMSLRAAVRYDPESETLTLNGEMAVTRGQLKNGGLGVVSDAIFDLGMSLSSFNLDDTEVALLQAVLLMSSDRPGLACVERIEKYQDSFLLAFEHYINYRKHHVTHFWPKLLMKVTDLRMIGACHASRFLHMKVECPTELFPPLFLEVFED
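Assay buffer: 20 mM Tris-HCl, 100 mM NaCl, 10% glycerol, 1 mM EDTA, 0.01% NP-40, 1 mM DTT, 1 uM T3, 5% DMSO; TRb LBD 0.6 uM, Texas Red SRC2 20 nM; FP after 5 hr.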
TexasRed fluor – Texas Red fluorescence interference in TRb-SRC2 counter-screen | 280,000 compounds, 0.29% hits | TRb/SRC2 Texas Red total fluorescence interference | Potency, µM (titrated, usually from 106 µM), for the others: at the top dose fluorescence change, negative = quenching; active = well fitted curve in either direction with a large enough effect; inconclusive = small, poorly fitted or top-dose-only effect; note: % is set by controls: 0 for no effect and ±100 for the full control effect
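Human TRβ ligand-binding domain (0.6 uM) and Texas Red SRC2 peptide (20 nM) in Tris buffer with 1 uM T3 and 5% DMSO were incubated with pinned compound for 5 hr at ambient temperature. Total fluorescence was computed as S + 2P (555/632 nm).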
SMN2 splice up – enhancers of SMN2 splice variant expression | HEK293 SMN2-luciferase splicing reporter, luminescence, 30-36 h | Potency, µM (top dose mostly 46.1 µM), inactives show at the top dose activity change, positive = activation, usual class: activators | 210,000 compounds, 2.8% hits; note: % of control where 0% means no effect; nearly all actives have a fitted effect of over 55% in size
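qHTS luciferase splicing reporter: luminescence rises when SMN2 exon 7 is included in transfected HEK293 cells. Compound exposure lasted 30-36 h at 37C, with 4.5 mM final sodium butyrate as control, followed by a ONE-Glo read.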
* hit, by the source's call; ? = inconclusive; . = not tested or not shown; & = joins results of further samples; [ ] = remark or other dose. Unless noted, calls come from the whole dose curve; as a rule, active = well fitted curve in the direction sought with a large enough effect; inconclusive = small, poorly fitted or top-dose-only effect, or another doubt; inactive = no such curve, though single readings can be large; an effect the other way counts as inactive or inconclusive. Potency is the fitted concentration of half-maximal effect. An excerpt; the hit share may differ from the screen's.

SMILES	ALDH1A1 inh	RGS12 GoLoco inh	TRb SRC2 PPI	TexasRed fluor	SMN2 splice up
COc1cc(Cl)c(C)cc1NC(=O)c1nn(C)c2c1CSc1ccccc1-2	.	.	2%	0%	.
CCCCC(=O)Nc1c(C(=O)N2CCN(c3ccccc3F)CC2)oc2ccccc12	.	.	0%	0%	.
COC(=O)CSc1ncc2c(n1)-c1ccccc1N(Cc1ccccc1C)S2(=O)=O	.	.	5%	0%	.
CCOC(=O)c1c(-c2ccc(C)cc2)csc1NC(=O)c1cc(-c2ccc(C)c(F)c2)on1	.	.	9%	-1%	.
CCCCn1c(=O)c2oc3ccccc3c2n(Cc2ccccc2C)c1=O	.	.	1%	-1%	.
O=C(CSc1nc2cc(C(=O)NC3CCCC3)ccc2c(=O)n1CC1CCCO1)c1ccc(F)cc1 (stereo unspecified)	.	.	4%	-1%	.
CCc1ccccc1NC(=O)Cn1c(=O)n(C(C)C)c(=O)c2oc3ccccc3c21	.	.	3%	-2%	.
Cc1cc(=O)c2cc(C(=O)Nc3ccc(F)cc3)ccc2[nH]1	.	.	10%	-2%	.
COc1ccc(-n2c(=O)c3c(c4cc(OC)ccc4n3C)n(Cc3cccc(OC)c3)c2=O)cc1	.	.	-5%	-5%	.
C/C(=N/Nc1ccc2ccccc2n1)c1ccccc1O	-3%[13.5 µM]	-7%[14.2 µM]	.	.	?
c1ccc(-c2ccc(-c3ccc(C4=NCCN4)cc3)o2)cc1	?	6%[14.2 µM]	.	.	22%[9.22 µM]
N=C(N)SCCc1ccccn1	2%&-1%[13.5 µM]	-1%&6%[14.2 µM]	.	.	2%&-6%[9.22 µM]

Next section, starting with the last 5 of the part before.
SMILES	ALDH1A1 inh	RGS12 GoLoco inh	TRb SRC2 PPI	TexasRed fluor	SMN2 splice up
Cc1cc(=O)c2cc(C(=O)Nc3ccc(F)cc3)ccc2[nH]1	.	.	10%	-2%	.
COc1ccc(-n2c(=O)c3c(c4cc(OC)ccc4n3C)n(Cc3cccc(OC)c3)c2=O)cc1	.	.	-5%	-5%	.
C/C(=N/Nc1ccc2ccccc2n1)c1ccccc1O	-3%[13.5 µM]	-7%[14.2 µM]	.	.	?
c1ccc(-c2ccc(-c3ccc(C4=NCCN4)cc3)o2)cc1	?	6%[14.2 µM]	.	.	22%[9.22 µM]
N=C(N)SCCc1ccccn1	2%&-1%[13.5 µM]	-1%&6%[14.2 µM]	.	.	2%&-6%[9.22 µM]
NCCSCc1ccccc1Cl	-11%[13.5 µM]	0%[14.2 µM]	.	.	-28%[9.22 µM]
CN1CCCC[C@@H]1CCN1CCCCC1	12%[13.5 µM]	-1%[14.2 µM]	.	.	2%[9.22 µM]
O=C(O)[C@@H]1[C@@H]2C[C@@H]3[C@@H](OC(=O)[C@@H]31)[C@H]2Br	8%[13.5 µM]	5%[14.2 µM]	.	.	-10%[9.22 µM]
NC1=N[C@H](c2ccc(Cl)cc2)N(c2ccc(S(N)(=O)=O)cc2)C(N)=N1	6%[13.5 µM]	7%[14.2 µM]	.	.	3%[9.22 µM]
OCCCSCCO	7%[13.5 µM]	3%[14.2 µM]	.	.	-7%[9.22 µM]
O=C(O)[C@@H]1CCCN1Cc1cc2ccccc2c2ccccc12	-5%[13.5 µM]	7%[14.2 µM]	.	.	-11%[9.22 µM]
CC(=O)OCC(=O)[C@]12OC(C)(C)O[C@@H]1C[C@H]1[C@H]3CC=C4C[C@@H](O)CC[C@]4(C)[C@H]3CC[C@]12C	4%[13.5 µM]	4%[14.2 µM]	.	.	-1%[9.22 µM]
O=C(O)/C=C\C(=O)Nc1cccc2c1-c1ccccc1C2=O	1%[13.5 µM]	-3%[14.2 µM]	.	.	-3%[9.22 µM]
O=C1c2ccccc2C(=O)N1C[C@]1(C(=O)O)NCCS1(=O)=O	-3%[13.5 µM]	-5%[14.2 µM]	.	.	4%[9.22 µM]
[ClH+][Cu][ClH+].[Cu].[OH2+]c1ccc2ccccc2c1CN1CCCCC1.[OH2+]c1ccc2ccccc2c1CN1CCCCC1	1.8µM*	-17%[14.2 µM]	.	.	-24%[9.22 µM]
S=c1c2[nH]cnc2ncn1CCSc1ncnc2nc[nH]c12	-7%[13.5 µM]	2%[14.2 µM]	.	.	-8%[9.22 µM]
O=C1c2ccccc2C(=O)c2c(Nc3cc4c5c(ccc6c7ccc8c9c(cc(Nc%10cccc%11c%10C(=O)c%10ccccc%10C%11=O)c(c3c56)c97)-c3ccccc3C8=O)C(=O)c3ccccc3-4)cccc21	-12%[13.5 µM]	12%[14.2 µM]	.	.	13%[9.22 µM]
CN(C)CCCCN1CCc2c(n(C)c3ccccc23)C1=O	12%[13.5 µM]	7%[14.2 µM]	.	.	-2%[9.22 µM]
C/C(=N\[N+](C)(C)C)c1ccc(C)c(C)c1	-5%[13.5 µM]	-34%[14.2 µM]	.	.	-16%[9.22 µM]
C/C(=N/Nc1nc(C)cc(=O)[nH]1)C(=O)O	5%[13.5 µM]	2%[14.2 µM]	.	.	-10%[9.22 µM]
CC(=O)[C@H]1CC[C@@H]2[C@]1(C)CC=C1[C@@]23C=C[C@]2(C[C@H](O)CC[C@@]12C)[C@H](C(=O)O)[C@@H]3C(=O)O	0%[13.5 µM]	3%[14.2 µM]	.	.	-4%[9.22 µM]
NS(=O)(=O)c1ccc(NC(=O)Nc2ccccc2F)cc1	3%[13.5 µM]	1%[14.2 µM]	.	.	-5%[9.22 µM]
CN1CCN(CCCBr)CC1	13%[13.5 µM]	0%[14.2 µM]	.	.	1%[9.22 µM]
Cc1cc(C(C)(C)C)c(OCCCN2CCOCC2)c(C(C)(C)C)c1	0%[13.5 µM]	3%[14.2 µM]	.	.	-9%[9.22 µM]
O=C(O)CN(CC(=O)O)c1ccccc1	24%[13.5 µM]	-5%[14.2 µM]	.	.	-5%[9.22 µM]
c1ccc2c(c1)nnn2CN1CCOCC1	7%[13.5 µM]	-8%[14.2 µM]	.	.	-26%[9.22 µM]
Cc1ccnc(NS(=O)(=O)c2ccc(N=[N+]=[N-])cc2)n1	-4%[13.5 µM]	-1%[14.2 µM]	.	.	-9%[9.22 µM]
NNC(=O)c1ccc(OCc2nc3ccccc3[nH]2)cc1	?	4%[14.2 µM]	.	.	-15%[9.22 µM]
O=C(O)/C(=C\c1ccccc1)Cc1ccccc1	-1%[13.5 µM]	7%[14.2 µM]	.	.	-7%[9.22 µM]
O=C(O)C1CC2(C1)CC(C(=O)O)C2 (stereo unspecified)	8%[13.5 µM]	-1%[14.2 µM]	.	.	-18%[9.22 µM]
CC(=O)Nc1cc(CN2CCCCC2)c(O)c2ncccc12	9%[13.5 µM]	1%[14.2 µM]	.	.	-8%[9.22 µM]
O[C@@H](c1cc(-c2ccc(Cl)cc2)nc2ccccc12)C1CCCCN1 (stereo partly specified)	3%[13.5 µM]	1%[14.2 µM]	.	.	1%[9.22 µM]
O=C(O)c1ccccc1CN1CCC[C@@H](C(=O)O)C1	18%[13.5 µM]	7%[14.2 µM]	.	.	-2%[9.22 µM]
Cc1[nH]c(N)nc(=S)c1CCC(=O)O	-7%[13.5 µM]	-6%[14.2 µM]	.	.	-12%[9.22 µM]
C=C1CCO[C@@]2([C@H](O)[C@@](C)(O)CO)NC(=O)[C@]1(O)NC2=O	7%[13.5 µM]	5%[14.2 µM]	.	.	-6%[9.22 µM]
NS(=O)(=O)c1ccc(N=Nc2ccc[nH]c2=O)cc1	?	-27%[14.2 µM]	.	.	-6%[9.22 µM]
N=C(N)c1ccc(N=Nc2c(O)ccc3c2[nH]c2ccccc23)cc1	2%[13.5 µM]	7%[14.2 µM]	.	.	-10%[9.22 µM]
ClC(Cl)(Cl)C(N1CCN(c2ccccc2)CC1)N1CCN(c2ccccc2)CC1	-6%[13.5 µM]	2%[14.2 µM]	.	.	-3%[9.22 µM]
Cc1cc(Cc2cc(C)cc(C(C)(C)C)c2O)c(O)c(Cc2cc(C)cc(C(C)(C)C)c2O)c1	3%[13.5 µM]	6%[14.2 µM]	.	.	-61%[inhibitor][9.22 µM]
CC(C)(C)c1c2c(c(C(C)(C)C)c3c1OCN(Cc1ccccc1)C3)OCN(Cc1ccccc1)C2	-7%[13.5 µM]	4%[14.2 µM]	.	.	-8%[9.22 µM]
Nc1nc2c(ncn2[C@H]2CC[C@@H](CO)O2)c(=O)n1C(=O)c1ccccc1	9%[13.5 µM]	-1%[14.2 µM]	.	.	0%[9.22 µM]

Just TexasRed fluor and ALDH1A1 inh, for two of the compounds above:
canonical_smiles	TexasRed fluor	ALDH1A1 inh
CC(C)(C)c1c2c(c(C(C)(C)C)c3c1OCN(Cc1ccccc1)C3)OCN(Cc1ccccc1)C2	.	-7%[13.5 µM]
Cc1cc(Cc2cc(C)cc(C(C)(C)C)c2O)c(O)c(Cc2cc(C)cc(C(C)(C)C)c2O)c1	.	3%[13.5 µM]

(cont.)
SMILES	ALDH1A1 inh	RGS12 GoLoco inh	TRb SRC2 PPI	TexasRed fluor	SMN2 splice up
CC1(C)COCN1COC1CCCCC1	4%[13.5 µM]	7%[14.2 µM]	.	.	-9%[9.22 µM]
Nc1ccccc1N=Nc1c(S(=O)(=O)O)cc2cc(S(=O)(=O)O)cc(O)c2c1O	8%[13.5 µM]	0%[14.2 µM]	.	.	-1%[9.22 µM]
Cc1ccc(S(=O)(=O)NCc2cccc([N+](=O)[O-])c2)cc1	-3%[13.5 µM]	6%[14.2 µM]	.	.	-4%[9.22 µM]
OC[C@@H](O)CNc1ncnc2ccccc12	13%[13.5 µM]	8%[14.2 µM]	.	.	-13%[9.22 µM]
CC(C)(CO[C@H]1C[C@H]2CC[C@@]1(C)C2(C)C)[N+](=O)[O-]	17%[13.5 µM]	2%[14.2 µM]	.	.	-16%[9.22 µM]
O=C(O)/C(=C\c1ccc(O)cc1)c1cccc2ccccc12	7%[13.5 µM]	2%[14.2 µM]	.	.	3%[9.22 µM]
CN1CCN(CCCN)CC1	16%[13.5 µM]	12%[14.2 µM]	.	.	-4%[9.22 µM]
C=C(C)CNCCN	-15%[13.5 µM]	4%[14.2 µM]	.	.	2%[9.22 µM]
CC(C)CNc1nc(N)[nH]c(=O)c1NC=O	22%[13.5 µM]	2%[14.2 µM]	.	.	-3%[9.22 µM]
Clc1ccc(CSC2=NCCN2)cc1Cl	-3%[13.5 µM]	-4%[14.2 µM]	.	.	-22%[9.22 µM]
NCCNc1ncnc2ccc(Cl)cc12	-7%[13.5 µM]	1%[14.2 µM]	.	.	-5%[9.22 µM]
CC(C)[C@]1(Cl)CC[C@@H]2[C@]3(C)CCC[C@@](C)(C(=O)O)[C@H]3C[C@H](Cl)[C@@]2(Cl)[C@H]1Cl	0%[13.5 µM]	7%[14.2 µM]	.	.	-6%[9.22 µM]
c1ccc(B2OC[C@@H]3OB(c4ccccc4)O[C@H]([C@@H]4COB(c5ccccc5)O4)[C@@H]3O2)cc1	8%[13.5 µM]	-2%[14.2 µM]	.	.	4%[9.22 µM]
O=C1c2ccccc2-c2ccc(NC(=O)[C@H]3CCCC[C@@H]3C(=O)O)cc21	?	-3%[14.2 µM]	.	.	-2%[9.22 µM]
CC[C@H](c1ccccc1)c1cc(C(C)(C)C)cc(C(C)(C)C)c1O	10%[13.5 µM]	-5%[14.2 µM]	.	.	0%[9.22 µM]
Nc1nc(SCC(=O)c2ccc(Br)cc2)c2[nH]cnc2n1	8%[13.5 µM]	-3%[14.2 µM]	.	.	-13%[9.22 µM]
CSc1ncnc2c1ncn2[C@@H]1O[C@@H](CO)[C@H](O)O[C@@H]1O	8%[13.5 µM]	3%[14.2 µM]	.	.	-57%[inhibitor][9.22 µM]
